# Screening data from PubChem.
# TLR9-MyD88 block: inhibitors of TLR9-MyD88 association in cells, primary screen, cell-based, CHO, BLA complementation, fluorescence; Toll-like receptor 9 (Homo sapiens) + Myeloid differentiation primary response protein …; CCF4 FRET ratio; inhibition, % at 4.98 µM; 340,000 compounds, 0.21% hits;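 active = inhibition above the mean over all tested compounds plus 3 SD, cut at about 21% in these data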;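 note: 0% = DMSO only wells and 100% = clavulanate BLA inhibitor control wells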
# C8 TRAIL sens: viability loss with TRAIL in NB7+C8 cells, primary screen, TRAIL sensitizer project, cell-based, ATPlite luminescence; 360,000 compounds, 1% hits; inhibition (viability loss, TRAIL sensitization), % at 10 µM;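 active = compounds causing at least 50% loss of cell viability in the single-dose screen, relative to plate controls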
# Vif imaging: HIV Vif self-association inhibitors, primary screen, imaging, HEK293T, single point | HEK293T cells, Vif self-association by quenched fluorescence, 24 h | inhibition, % at 7.49 µM | 340,000 compounds, 0.35% hits; in the data active = inhibition above about 50%, passing the limit was not always enough; note: some results filed as inactive read as strong as hits
# NR5A2 inv ag: LRH-1 (NR5A2) inverse agonists, primary screen, cell-based, luminescence, HEK293T, StAR-luciferase reporter | LRH-1 transfected, 24 h | inhibition, % at 3.6 µM | Nuclear receptor subfamily 5 group A member 2 (Homo sapiens), O00482 | AID 602396, 2012 | 360,000 compounds, 0.13% hits;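 active = inhibition above the mean inhibition of all tested compounds plus 3 SD, cut at about 73% in these data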;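 note: 0% = DMSO wells and 100% = reporter-only cells lacking LRH-1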
# TROY signal inh: inhibitors of TROY-driven NF-kB signaling, primary screen, Q293 LMP1-TROYcd cells, NF-kB luciferase, uHTS; Q293 LMP1-TROYcd NF-kB luciferase reporter, 4 h; inhibition, % at 10 µM; 360,000 compounds, 0.98% hits; AID 1347056, 2019;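 active = compounds whose plate-normalised and pattern-corrected inhibition of the luciferase reporter signal at the single screening dose is 50% or more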
# COUP-TFII inh: NR2F2 transcriptional activity inhibitors, primary screen, cell-based, luciferase reporter, HEK293T, luminescence. COUP transcription factor 2 (Homo sapiens), P24468. HEK293T NGFI-A luciferase reporter. inhibition, % at 8.6 µM. 370,000 compounds, 0.7% hits. AID 686940, 2013;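 active = inhibition above a per-plate cutoff, mean inhibition of test wells between control levels plus 3 SD, cut at about 38% in these data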;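 note: cells cotransfected with COUP-TFII expression vector driving the NGFI-A reporter; 0% = median of COUP-TF2 test wells and 100% = reporter-only cells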
# NOD2 RIPK2 PPI: NOD2-RIPK2 binding disruptors in cells, primary screen, fluorescence, CHO cells, BLA complementation; Receptor-interacting serine/threonine-protein kinase 2 (Homo sapiens), O43353; CCF4 ratio; inhibition, % at 4.98 µM; 360,000 compounds, 0.38% hits; in the data active = inhibition above about 21%;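 note: 0% = vehicle only and 100% = reference blocker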
# SRC2 inh: inhibition of GAL4-SRC2 driven luciferase reporter, primary screen, SRC2 inhibitor project, cell-based, luminescence | 370,000 compounds, 0.17% hits | HEK293 GAL4-SRC2 luciferase reporter | Nuclear receptor coactivator 2 (Homo sapiens), Q15596 | inhibition, % at 9 µM;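 active = inhibition above the mean inhibition of all tested compounds plus 3 SD, set per campaign, cut at about 52% in these data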;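 note: 0% = DMSO treated cells and 100% = cells given Gossypol at 36 µM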
# LMP1 NFkB inh: EBV LMP1-driven NF-kappaB luciferase reporter inhibitors, primary screen, cell-based, luminescence, single point | 350,000 compounds, 0.69% hits | LMP1-induced NF-kappaB luciferase reporter cells | AID 504558, 2011 | inhibition, % at 12.5 µM; in the data active = inhibition above about 41%;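 note: 0% = neutral control wells and 100% = reference inhibitor control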
# SRC3 inh: SRC3 coactivator transcriptional activity inhibitors, primary screen, cell-based, luminescence. Nuclear receptor coactivator 3 (Homo sapiens), Q9Y6Q9. HEK293 GAL4-SRC3 luciferase reporter. inhibition, % at 3.6 µM. 360,000 compounds, 0.17% hits. AID 588352, 2011;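 active = inhibition above a per-campaign cutoff, the mean of all compounds plus 3 SD, cut at about 60% in these data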;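 note: 0% = DMSO-treated cells and 100% = gossypol-treated cells at 36 µM; higher means less SRC3-driven luciferase light from the GAL4 reporter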
# NCOA1 inh: SRC1 coactivator transcriptional activity inhibitors, primary screen, cell-based, luminescence; inhibition, % at 3.6 µM; 360,000 compounds, 0.12% hits; Nuclear receptor coactivator 1 (Homo sapiens), Q15788; HEK293 GAL4-SRC1 luciferase reporter;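 active = inhibition above the campaign mean plus 3 SD, with each screening campaign given its own cutoff, cut at about 60% in these data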;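 note: 0% = DMSO treated cells and 100% = gossypol at 36 µM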
# Target sequence (Q15788 whole entry, looked up, the tested form may be a part): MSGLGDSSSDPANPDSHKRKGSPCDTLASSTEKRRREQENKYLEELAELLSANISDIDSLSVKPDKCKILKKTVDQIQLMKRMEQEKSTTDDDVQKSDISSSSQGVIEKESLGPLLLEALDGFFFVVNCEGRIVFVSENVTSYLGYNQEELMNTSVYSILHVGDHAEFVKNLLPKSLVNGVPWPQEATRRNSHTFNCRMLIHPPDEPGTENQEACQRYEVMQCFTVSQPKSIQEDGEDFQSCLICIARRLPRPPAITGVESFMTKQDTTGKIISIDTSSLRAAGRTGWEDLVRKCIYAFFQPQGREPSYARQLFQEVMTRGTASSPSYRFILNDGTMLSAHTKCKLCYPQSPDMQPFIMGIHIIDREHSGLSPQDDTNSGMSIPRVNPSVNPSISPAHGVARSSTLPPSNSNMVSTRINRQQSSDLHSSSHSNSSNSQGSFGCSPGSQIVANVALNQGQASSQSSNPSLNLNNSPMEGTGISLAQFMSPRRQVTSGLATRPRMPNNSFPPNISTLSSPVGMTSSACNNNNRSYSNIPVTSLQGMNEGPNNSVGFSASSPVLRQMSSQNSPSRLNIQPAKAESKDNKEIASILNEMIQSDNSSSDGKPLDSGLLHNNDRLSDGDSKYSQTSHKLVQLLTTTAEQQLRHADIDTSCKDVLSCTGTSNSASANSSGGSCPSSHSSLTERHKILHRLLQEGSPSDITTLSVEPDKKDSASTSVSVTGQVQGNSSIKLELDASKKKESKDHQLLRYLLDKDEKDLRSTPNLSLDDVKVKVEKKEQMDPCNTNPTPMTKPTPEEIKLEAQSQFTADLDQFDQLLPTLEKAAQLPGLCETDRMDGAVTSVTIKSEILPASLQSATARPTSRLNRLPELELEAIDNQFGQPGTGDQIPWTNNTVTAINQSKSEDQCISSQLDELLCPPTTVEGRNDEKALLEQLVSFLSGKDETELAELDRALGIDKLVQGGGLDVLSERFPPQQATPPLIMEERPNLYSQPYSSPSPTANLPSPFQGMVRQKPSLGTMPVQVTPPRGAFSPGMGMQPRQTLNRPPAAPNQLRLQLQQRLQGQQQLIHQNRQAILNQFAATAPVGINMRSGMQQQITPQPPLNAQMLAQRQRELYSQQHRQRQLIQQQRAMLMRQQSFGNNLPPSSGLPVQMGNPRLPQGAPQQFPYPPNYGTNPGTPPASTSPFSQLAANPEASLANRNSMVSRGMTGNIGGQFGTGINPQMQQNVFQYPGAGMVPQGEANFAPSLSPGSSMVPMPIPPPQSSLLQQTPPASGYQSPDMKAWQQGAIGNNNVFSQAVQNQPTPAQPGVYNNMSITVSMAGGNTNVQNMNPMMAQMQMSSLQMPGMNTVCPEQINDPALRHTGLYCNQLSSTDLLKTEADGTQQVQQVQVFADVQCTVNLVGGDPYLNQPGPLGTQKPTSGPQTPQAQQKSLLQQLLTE
# * = called active by the depositor; · = no result given. Only part of the results is shown. The share of hits here may be higher or lower than overall.
SMILES,TLR9-MyD88 block,C8 TRAIL sens,Vif imaging,NR5A2 inv ag,TROY signal inh,COUP-TFII inh,NOD2 RIPK2 PPI,SRC2 inh,LMP1 NFkB inh,SRC3 inh,NCOA1 inh
O=C(Cc1ccccc1)NC(CSSCC(NC(=O)Cc1ccccc1)C(=O)O)C(=O)O (centres undefined),-4,-6,19,-3,-32,-9,-8,-6,-12,-62,-38
CC(Sc1nnc(N)s1)C(=O)NNC(=O)c1cccc(Cl)c1 (centres undefined),-2,-1,0,-25,-8,-15,-14,-4,-5,0,-8
CCCCCCC(=O)N1CCN(c2cc3c(cc2F)c(=O)c(C(=O)O)cn3CC)CC1,-3,46,-5,17,26,-4,-1,-17,4,1,-2
COc1ccc(C(CNC(=O)CN2C(=O)NC3(CC(C)CC(C)(C)C3)C2=O)N2CCOCC2)cc1 (centres undefined),-1,3,-6,5,14,11,3,13,6,-4,-13
CN1C2CCC1CC(NC(=O)CSc1ccc(C(C)(C)C)cc1)C2 (centres undefined),3,2,-9,-11,-2,-5,1,12,2,25,3
O=C(CN1CCN(c2ccccc2F)CC1)NC(=O)NC1CCCCC1,5,0,3,10,5,11,-10,-10,6,5,13
Cc1nn(-c2ccccc2)c(/N=C/c2ccccc2O)c1-c1ccccc1,-9,46,-1,-95,-43,-52,0,-20,-12,-102,-81
Nc1cccc(-n2cccc2)c1,11,-5,17,23,-22,-2,-4,-12,13,-3,-6
CCc1ccc(NC(=S)N(CCN2CCOCC2)Cc2ccccc2F)cc1,-4,1,-2,-4,-30,20,2,-11,-2,15,-22
O=C(COC(=O)c1ccccc1SCC(=O)N1CCCC1)Nc1ccccc1,2,14,7,-5,-24,-7,-3,-23,3,10,7
O=C(O)c1ccc2nc(C(F)(F)F)[nH]c2c1,4,-5,3,7,15,0,-2,-9,-1,14,0
O=C(Nc1ccc2c(c1)OCO2)[C@@H]1CCCN1S(=O)(=O)c1cccc2cccnc12,1,24,-3,-12,-15,-12,-13,-22,-3,21,-5
Nc1c(C(=O)Nc2ccc(Cl)c(C(=O)O)c2)sc2nc3c(cc12)CCCC3,-2,21,·,10,3,4,-6,-32,9,-13,-9
COc1cccc(-c2ncc3ccccc3c2COC(=O)N2CCOCC2)c1,-1,3,·,-15,6,-12,-13,-15,-11,-3,-10
CC1=CC(C)(C)[N+](C)=CN1c1ccccc1,-2,-6,·,15,5,-1,-6,6,4,1,1
CCOC(=O)C1CSC(CC(=O)Nc2ccc(Cl)cc2)C(=O)N1 (centres undefined),-2,8,7,-7,-6,3,-3,-12,5,2,-7
Cc1nc2ccccn2c1C(=O)NCc1ccc2c(c1)OCO2,-4,-5,-5,23,5,11,-6,-24,-7,14,17
CCOc1ccc2c(c1)-c1c(ssc1=S)C(C)(C)N2C(=O)CSC1=NCCS1,1,3,-8,18,17,5,-9,10,8,1,-11
COc1ccccc1N1CCN(C(=O)C2CCCN(S(=O)(=O)c3ccc4c(c3)oc(=O)n4C)C2)CC1 (centres undefined),-8,12,-9,16,20,14,-15,-3,20,19,7
CCCn1c(CN2CCCCC2C)nc2c1c(=O)n(C)c(=O)n2C (centres undefined),8,14,-7,6,11,10,-1,24,33,10,-6
CCc1cccc(CC)c1NC(=S)NCCc1c(C)[nH]c2ccc(C)cc12,-1,14,-4,18,6,11,-29,16,-5,-13,5
Nn1c(SCC(=O)NCCN2C(=O)CSC2=O)nnc1-c1ccc(OC(F)F)cc1,-17,-10,·,-15,0,7,2,-2,-8,-6,-7
Cc1cccc(CSc2nc3[nH]ncc3c(=O)[nH]2)c1,-1,-4,-1,-32,-35,1,-4,-22,-12,-15,-9
COc1cc(C)c(NC(=S)Nc2ccc(Cl)c(Cl)c2)cc1OC,2,6,-5,-7,1,8,0,-11,-1,7,-1
CCOc1ccc(S(=O)(=O)N2CCN(C(=O)c3oc4ccc(OC)cc4c3C)CC2)cc1,9,-1,-4,33,9,15,-6,-34,0,19,-6
C=CCNC(=O)NC(=O)COC(=O)CC(NC(N)=O)c1ccc(Cl)cc1 (centres undefined),6,0,0,-12,25,3,-5,-25,3,4,-2
COc1ccccc1CC(=O)Nc1ccc(S(=O)(=O)N2CCN(C)CC2)cc1,-13,-9,-2,-1,6,-12,-2,-19,0,17,-10
O=C1c2ccccc2NC(c2cccc(F)c2)N1Cc1ccco1 (centres undefined),2,-4,-2,4,6,-10,0,7,8,12,10
COC(=O)c1ccccc1NC(=O)c1cccc(COc2ccccc2Cl)c1,-5,-17,30,-196,-22,-40,-6,-37,8,-56,-141
O=C(Cc1ccc2c(c1)OCCO2)N1CCN(c2ccccc2)CC1,-1,-5,-11,-20,-12,9,-1,-4,-8,7,-8
CSCCC(NC(=O)COc1ccccc1)C(=O)NCC(C)(C)N1CCOCC1 (centres undefined),-2,-7,-6,6,-2,9,4,1,-8,17,14
CSc1nc(C)c(CCOC(=O)c2ccccc2)c(=O)[nH]1,-33,0,7,-26,5,17,7,-29,0,-6,-23
COc1ccc(S(=O)(=O)Nc2noc3ccccc23)cc1,-4,10,3,-9,-8,4,-8,-6,7,-5,10
COc1ccc(CCNC(=O)c2cnc3ccccc3n2)cc1,0,-1,3,-9,-34,-19,-6,-67,-5,-6,-9
Cn1c(CNC(=O)C2CCCCC2)cc2ccccc21,-14,-4,9,-9,-8,-7,15,-8,11,3,-11
Cc1cc(S(=O)(=O)NCC(C)C)ccc1OCC(=O)NCc1ccccn1,5,-14,-2,10,14,5,-1,-8,-5,14,-8

# 5 compounds out of the list, arranged by molecular weight, largest number first:
SMILES,TLR9-MyD88 block,C8 TRAIL sens,Vif imaging,NR5A2 inv ag,TROY signal inh,COUP-TFII inh,NOD2 RIPK2 PPI,SRC2 inh,LMP1 NFkB inh,SRC3 inh,NCOA1 inh
COc1ccccc1CC(=O)Nc1ccc(S(=O)(=O)N2CCN(C)CC2)cc1,-13,-9,-2,-1,6,-12,-2,-19,0,17,-10
COc1cccc(-c2ncc3ccccc3c2COC(=O)N2CCOCC2)c1,-1,3,·,-15,6,-12,-13,-15,-11,-3,-10
COc1cc(C)c(NC(=S)Nc2ccc(Cl)c(Cl)c2)cc1OC,2,6,-5,-7,1,8,0,-11,-1,7,-1
CC1=CC(C)(C)[N+](C)=CN1c1ccccc1,-2,-6,·,15,5,-1,-6,6,4,1,1
Nc1cccc(-n2cccc2)c1,11,-5,17,23,-22,-2,-4,-12,13,-3,-6

# Returning to the listing, starting four compounds before the break.
SMILES,TLR9-MyD88 block,C8 TRAIL sens,Vif imaging,NR5A2 inv ag,TROY signal inh,COUP-TFII inh,NOD2 RIPK2 PPI,SRC2 inh,LMP1 NFkB inh,SRC3 inh,NCOA1 inh
COc1ccc(S(=O)(=O)Nc2noc3ccccc23)cc1,-4,10,3,-9,-8,4,-8,-6,7,-5,10
COc1ccc(CCNC(=O)c2cnc3ccccc3n2)cc1,0,-1,3,-9,-34,-19,-6,-67,-5,-6,-9
Cn1c(CNC(=O)C2CCCCC2)cc2ccccc21,-14,-4,9,-9,-8,-7,15,-8,11,3,-11
Cc1cc(S(=O)(=O)NCC(C)C)ccc1OCC(=O)NCc1ccccn1,5,-14,-2,10,14,5,-1,-8,-5,14,-8
O=C(CC(=O)N1CCN(c2ccccn2)CC1)Nc1ccc2nc3n(c(=O)c2c1)CCCCC3,10,-6,-1,26,-1,-9,-3,-4,5,12,-22
COc1ccc(N)cc1-n1c(C)ccc1C,0,-5,-9,1,-43,6,-18,2,-12,-12,-35
COc1ccc(-c2nn(-c3ccccc3)cc2C(=O)N2CCN(S(=O)(=O)c3ccccc3[N+](=O)[O-])CC2)cc1,-3,9,-3,6,0,-16,-3,-30,4,-7,-10
Cc1cc(NC(=O)CSc2n[nH]c(=O)[nH]c2=O)ccc1Br,1,4,2,-8,12,-5,-7,-7,5,13,-14
O=C(Nc1nc2ccc(F)cc2s1)c1ccc([N+](=O)[O-])o1,-8,7,·,42,-12,-22,6,-36,-17,-31,-30
Cc1c(C)c2ccc(OCC(=O)NCCCn3ccnc3)cc2oc1=O,4,6,19,14,-5,-24,3,6,-2,0,14
Cc1ccnc(NC(c2cccnc2)c2ccc3cccnc3c2O)c1 (centres undefined),2,9,5,-4,18,1,-4,-14,4,8,2
O=C(COc1coc(CN2CCc3ccccc32)cc1=O)Nc1cccc(F)c1,0,-31,-1,-18,3,0,1,-9,3,-8,-5
O=c1[nH]c(=S)[nH]c(O)c1/C=C1\C=Nc2ccccc21,-8,5,-5,9,14,·,-19,·,2,-1,-13
O=C1/C(=C/c2ccccn2)SC(=S)N1NS(=O)(=O)c1ccccc1,3,-7,14,-1,-11,-2,8,7,-1,15,12
Cc1ccccc1-n1nnnc1-c1ccccc1,-7,-22,0,29,3,-11,-1,-48,-6,-2,12
COc1cc(C2C(C(C)=O)=C(O)C(=O)N2Cc2ccccc2)ccc1O (centres undefined),-1,-33,0,-22,3,15,-9,6,4,11,-12
Nc1nc(N)c2nc(-c3ccccc3)c(N)nc2n1,-28,79*,-10,-40,-9,-30,-19,-52,-7,-40,-1
Cc1ccc(OCCn2c(=O)sc3ccccc32)cc1,8,7,-3,-139,-49,-38,7,-71,-41,-54,-78
CCN(CC)C(=O)[C@H]1C[C@H](CC(=O)NCc2cccc(C(F)(F)F)c2)C(=O)N2CCc3c([nH]c4cc(-c5ccco5)ccc34)[C@]12C,0,1,·,-9,0,·,1,·,12,-5,9
CC1CCC(NC(=O)CSc2nncn2C)CC1 (centres undefined),1,13,14,-3,15,8,8,-16,0,7,2
COC(=O)c1ccc2nc(-c3cccc(Cl)c3)c(Cc3ccsc3)n2c1,·,-13,15,-47,-24,-11,-1,-27,·,-48,-27
O=C(c1cccc(COc2ccc(Cl)cc2Cl)c1)N1CCN(c2ccccn2)CC1,8,9,9,-148,17,-58,4,-100,5,-92,-129
